POLI inh = inhibitors of human DNA polymerase iota; 390,000 tested, 1% active; Potency, µM (highest dose often 115 µM), for inactives: top-dose activity, negative = inhibition, most hits filed as inhibitors; Pol iota fluorescent replication assay, 10 min; Q9UNA4; AID 588590; note: potency is the fitted concentration of half-maximal effect
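Fluorescent replication assay read twice, at 0 min and 10 min after adding 50 nM (final) substrate. Enzyme (10 nM) and compounds were first incubated 15 min at room temperature; enzyme-free buffer wells were negative controls.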
POLK inh = DNA polymerase kappa (human) inhibition | purified Pol kappa, fluorescent DNA synthesis assay, 10 min | Potency, µM (doses to about 107 µM), for the others: at the top dose activity, negative = inhibition, hits mostly inhibitors | 400,000 tested, 0.53% active | AID 588579; note: potency is the fitted concentration of half-maximal effect; % is set by controls: 0 for no effect and ±100 for the full control effect
Target sequence (Q9UBT6 whole entry, looked up): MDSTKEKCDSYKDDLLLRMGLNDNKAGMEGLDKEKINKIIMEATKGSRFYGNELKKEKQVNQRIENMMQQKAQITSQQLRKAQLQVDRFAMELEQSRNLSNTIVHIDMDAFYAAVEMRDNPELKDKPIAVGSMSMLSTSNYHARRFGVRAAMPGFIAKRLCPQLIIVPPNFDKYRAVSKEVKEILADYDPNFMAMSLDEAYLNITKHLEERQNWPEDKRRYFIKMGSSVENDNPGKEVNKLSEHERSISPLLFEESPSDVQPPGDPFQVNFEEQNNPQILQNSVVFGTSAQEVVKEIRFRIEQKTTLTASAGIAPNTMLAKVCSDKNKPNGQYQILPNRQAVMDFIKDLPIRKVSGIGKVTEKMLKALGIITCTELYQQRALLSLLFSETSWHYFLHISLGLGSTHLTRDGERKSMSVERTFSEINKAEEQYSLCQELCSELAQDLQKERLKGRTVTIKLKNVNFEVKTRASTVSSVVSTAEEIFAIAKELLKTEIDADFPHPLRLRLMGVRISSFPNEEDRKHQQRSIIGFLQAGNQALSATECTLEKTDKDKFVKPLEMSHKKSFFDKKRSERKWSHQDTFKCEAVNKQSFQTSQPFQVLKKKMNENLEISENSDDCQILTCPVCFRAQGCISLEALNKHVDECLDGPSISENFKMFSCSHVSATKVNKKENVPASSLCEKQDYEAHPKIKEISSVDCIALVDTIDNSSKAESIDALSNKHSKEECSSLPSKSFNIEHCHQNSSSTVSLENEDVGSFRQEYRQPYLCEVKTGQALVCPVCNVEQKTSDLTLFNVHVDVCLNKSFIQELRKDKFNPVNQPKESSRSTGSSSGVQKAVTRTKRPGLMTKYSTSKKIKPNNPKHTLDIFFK
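Activity was followed as the change in fluorescence between reads at 0 and 10 min after starting the reaction with 50 nM substrate. Beforehand, 10 nM polymerase had been preincubated with compound for 15 min at room temperature.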
PGK inhibitor = blocks T. brucei phosphoglycerate kinase; AID 602233; P07378; Potency, µM (doses to about 57.5 µM), inactives show at the highest dose activity change, negative = inhibition, usual class: inhibitors; PGK/GAPDH coupled, Kinase-Glo luminescence, 60 min; 380,000 tested, 0.043% active; note: potency is the fitted concentration of half-maximal effect; % is set by controls: 0 for no effect and ±100 for the full control effect; nearly all actives have a fitted effect of over 60% in size
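Recombinant glycosomal PGK reaction used 1,3-bisphosphoglycerate generated in-well by GAPDH (100nM final) in 100mM TEA pH 7.6, 5mM MgCl2, 0.01% Tween-20. After 60 minutes at room temperature, ATP was read by Kinase-Glo Plus luminescence end-point.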
Pol beta inh = blocks human DNA polymerase beta activity. P06746. AID 485314. Potency, µM (highest dose often 114 µM), for inactives: top-dose activity change, negative = inhibition, actives largely listed as inhibitors. Pol beta primer extension/strand displacement, fluorescence kinetic. 340,000 tested, 1.3% active; note: potency is the fitted concentration of half-maximal effect; % is set by controls: 0 for no effect and ±100 for the full control effect
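Preincubation: enzyme (10 nM) with compound, 15 min, RT. Reaction: substrate added to 50 nM final. Reads: 0 and 10 min. Analysis: normalized, Hill fit.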
RXFP1 antagonist = antagonists of human relaxin receptor RXFP1. HEK293-RXFP1, relaxin-stimulated cAMP HTRF, 30 min; hits give low values. 350,000 tested, 0.59% active. Q9HBX9. activity change, negative = inhibition, % at 57.5 µM;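 active = activity change of -60% or lower, but not beyond a set lower limit; inconclusive = change between -60% and -40%, or beyond the set limit; inactive = change above -40%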; note: % is set by controls: 0 for no effect and ±100 for the full control effect
BLM helicase inh = inhibitors of human Bloom syndrome helicase BLM; recombinant BLM DNA unwinding, fluorescence dequenching; Potency, µM (series often up to 56.1 µM), inactives show top-dose activity change, negative = inhibition, hits mostly inhibitors; 350,000 tested, 0.2% active; AID 2528;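 note: potency is the fitted concentration of half-maximal effect; plate controls were vehicle for no effect and no enzyme for full effect; nearly all actives have a fitted effect of over 35% in size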
APE1 inh = blocks human APE1 abasic DNA cleavage; recombinant APE1, TAMRA/BHQ-2 abasic DNA cleavage fluorescence; Potency, µM (doses to about 65.8 µM), for inactives: top-dose activity change, negative = inhibition, most hits filed as inhibitors; 350,000 tested, 0.35% active; AID 2517;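 note: potency is the fitted concentration of half-maximal effect; plate controls were vehicle for no effect and reference inhibitor for full effect; nearly all actives have a fitted effect of over 55% in size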
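Enzyme (0.75 nM final) and test compound are incubated 15 min at room temperature before adding 50 nM quenched THF abasic-site duplex. Cleavage dequenches TAMRA, followed at 525/598 nm over three reads one minute apart.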
Apoferritin bind = candidate novel general anesthetic via apoferritin binding | P02791 | apoferritin/1-aminoanthracene competitive binding, fluorescence | Potency, µM (top dose mostly 77.5 µM), inactives show top-dose activity change, negative = displacement, most hits filed as inhibitors | 350,000 tested, 0.074% active | AID 485281; note: potency is the fitted concentration of half-maximal effect; % is set by controls: 0 for no effect and ±100 for the full control effect; nearly all actives have a fitted effect of over 20% in size
Target sequence (P02791 2-175 limits assumed): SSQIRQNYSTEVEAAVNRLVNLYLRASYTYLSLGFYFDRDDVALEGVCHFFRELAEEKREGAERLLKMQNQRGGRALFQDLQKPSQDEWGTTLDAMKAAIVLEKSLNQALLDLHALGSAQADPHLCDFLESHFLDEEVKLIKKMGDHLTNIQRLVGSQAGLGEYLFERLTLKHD
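Steps: apoferritin (10 uM) was premixed with half-saturated 1-AMA in PBS, compounds were pin-transferred, plates stood 10 min at room temperature, fluorescence was read at 380/535 nm, and curves were fitted with a Hill equation.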
Pol eta inh = inhibitors of human DNA polymerase eta | Q9Y253 | recombinant Pol eta, fluorescent DNA replication assay | Potency, µM (series often up to 114 µM), without a hit: at the highest dose activity change, negative = inhibition, usual class: inhibitors | 390,000 tested, 1.2% active; note: potency is the fitted concentration of half-maximal effect; % is set by controls: 0 for no effect and ±100 for the full control effect
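Pol eta at 10 nM preincubated with compounds 15 min at room temperature; reaction started with fluorescent substrate (50 nM final) and read kinetically at 0 and 10 min.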
Active calls of the source: *; i = inactive; u = inconclusive; x = not tested or not shown; [ ] = dose if it differs, or a comment. Unless noted, calls come from the whole dose curve; as a rule, active = well fitted curve in the direction sought with a large enough effect; inconclusive = small, poorly fitted or top-dose-only effect, or another doubt; inactive = no such curve, though single readings can be large; an effect the other way counts as inactive or inconclusive. The list is partial (hit frequency here may not be typical).

Second line of a record – POLI inh	POLK inh	PGK inhibitor	Pol beta inh	RXFP1 antagonist	BLM helicase inh	APE1 inh	Apoferritin bind	Pol eta inh
O=C(c1ccoc1)N1CCCC(N2CCN(c3cccc(Cl)c3)CC2)C1 (stereo not given)
  -5.6%	-1.5%	-8.9%	-5.1%	-10.4	-2.1%	23.9%	-6.7%	-17.2%
Cc1cccc(C)c1NC(=O)c1cc(S(=O)(=O)N2CCOCC2)ccc1F
  -9.1%[58.9 µM]	-18.8%	-9.4%	5.7%	1.7	-2.4%	2.3%	6.0%	-0.7%
CCN(C(=O)COC(=O)c1[nH]c(C)c(C(C)=O)c1C)C1CCS(=O)(=O)C1 (stereo not given)
  0.1%	-2.5%	-2.7%	19.3%	2.6	-1.4%	-4.2%	-8.5%	8.5%
COC(=O)c1ccc(NC(=O)CCn2c(=O)oc3ccccc32)cc1
  18.5%	-7.2%	0.5%	14.3%	-0.5	0.1%	11.2%	-7.6%	-13.3%
O=C1NC(=Nc2ccccc2Cl)S/C1=C\c1ccc(C(=O)O)cc1
  -0.4%	-7.5%	x	24.3%	8.5	-0.7%	32.0%	5.4%	u
CN(C)/C=C/C(=O)c1ccc(Br)s1
  u	-28.9%	-5.8%	-0.8%	-3.6	-17.4%	-9.1%	-21.0%	-6.7%
Cc1ccc(Cn2nnc3c(=O)n(CC(=O)N4CCN(c5ccccc5)CC4)cnc32)cc1
  -12.5%	-9.7%[60.1 µM]	i	-0.4%	-9.9	-0.7%	-1.2%	-15.9%	10.6%
CSCC[C@H](NC(=O)[C@@H]1Cc2ccccc2CN1)C(=O)Nc1cccc(C)c1
  u	-2.9%	2.7%	-3.0%	9.8	-1.4%	-2.6%	-10.2%	-2.7%
CN1CCN(c2cc(-c3ccc(N(C)C)cc3)ncn2)CC1
  x	-1.3%[60.1 µM]	x	x	x	-11.5%	-4.3%	-7.8%	x
Cc1ccnc(NS(=O)(=O)c2cc(-c3cc(C)no3)ccc2C)c1
  -4.9%	-7.5%	2.3%	-7.1%	-5.4	-1.9%	x	-3.2%	-4.2%
COc1cc2cc(CN(CCN3CCCC3)C(=O)Nc3ccc(F)cc3)c(=O)[nH]c2cc1OC
  22.3%	-7.5%	-8.3%	-0.4%	x	-9.0%	-3.0%	-6.8%	-5.6%
COc1cc(OC)cc(C(=O)NCCSc2c[nH]c3ccccc23)c1
  23.4%	0.8%	-9.2%	10.5%	-36.3	-8.9%	-4.6%	4.1%	-22.0%
Oc1ccc(-c2onc3ccc(Cl)cc23)cc1
  1.5%	-17.0%	2.5%	-0.2%	10.9	-5.9%	-1.7%	3.9%	-0.5%
CC(=O)c1c(C)[nH]c(C(=O)OCC(=O)Nc2ncc(Cl)c(C)c2Cl)c1C
  u	-29.8%	-12.9%	u	-2.8	-13.2%	-2.9%	-20.1%	89.1µM*
CCOC(=O)c1c(C)[nH]c(C(=O)COC(=O)CNS(=O)(=O)c2ccc(C)cc2)c1C
  5.9%	-5.9%	-3.9%	x	-10.1	x	24.6%	x	-11.6%
CN(C)CCNc1cnn(-c2ccccc2)c(=O)c1Cl
  41.5%[activator]	15.7%	i	1.4%	-9.7	1.3%	4.3%	-3.8%	3.3%
Cc1ccc(NC(=O)Cn2cnc3c(NCc4ccccc4)ncnc32)cc1C
  14.3%	6.3%	-0.5%	x	x	x	-7.3%	x	-11.4%
CSc1ncc(C(=O)NCCCc2ccccc2)c(C)n1
  -5.8%	-8.2%	0.6%	18.8%	0.3	-7.1%	-9.9%	2.6%	-0.8%
COc1ccc(C(=O)NCCn2cc(SCc3cc(C)ccc3C)c3ccccc32)cc1
  89.1µM*	-9.4%	-6.5%	2.5%	x	-11.8%	x	127.8%[activator]	-4.7%
COc1cc(C2C(C#N)=C(N)OC3=C2C(=O)CCC3)cc(OC)c1OC(=O)N1CCOCC1 (stereo not given)
  8.3%	-6.7%	-1.9%	58.9%	-1.1	-1.2%	-1.2%	-9.4%	-8.9%

New compounds follow
Second line of a record – POLI inh	POLK inh	PGK inhibitor	Pol beta inh	RXFP1 antagonist	BLM helicase inh	APE1 inh	Apoferritin bind	Pol eta inh
CO/N=C/c1ccc(OC)c(Oc2nc(OC)cc(OC)n2)c1
  10.1%	-2.4%	-0.6%	-6.1%	-6.8	-2.6%	-3.5%	-6.8%	-14.2%
COc1ccc(O)c(/C=C(\C#N)C(=O)Nc2ccccn2)c1
  29.7%	-11.3%	-4.1%	-1.9%	9.5	0.0%	16.5%	349.6%[activator]	12.2%
CCN(CC)S(=O)(=O)c1ccc(N2CCOCC2)c(NC(=O)CCC2CCCCC2)c1
  28.7%	-17.4%	i	32.6%	-4.6	-5.3%	6.3%	2.6%	-9.3%
Cc1cc(C)n(CCCO)c(=O)c1C#N
  14.9%	2.3%	3.7%	0.3%	-0.3	-4.3%	1.6%	-0.2%	-1.5%
CC(C)c1nc2cc(C(=O)N(C)Cc3ccc(F)cc3)ccc2o1
  21.8%	-8.7%	i	49.0%	-4.9	-1.8%	-12.4%	-13.4%	-9.8%
COc1ccccc1-n1c(SCC(=O)Nc2ccc(NC(C)=O)cc2)nc2c([nH]c3ccccc32)c1=O
  -3.5%	-9.6%	-9.2%	41.4%	-6.7	-14.0%	-0.6%	8.0%	-15.8%
CC(C)Oc1ccc(C(CC(=O)O)NC(=O)C(Sc2ccccc2)c2ccccc2)cc1 (stereo not given)
  4.7%	-15.0%	-1.0%	36.2%	-13.8	-0.6%	-2.4%	-6.7%	-0.6%
CC(C)CCNC(=O)C1(O)c2ccccc2NC(=O)N1c1ccc(Cl)cc1 (stereo not given)
  13.3%	2.0%	-0.2%	u	13.2	-2.5%	-6.9%	-1.2%	-0.4%
COc1ccc(NC(=O)C2CCCN(S(=O)(=O)c3cccc4nonc34)C2)cc1OC (stereo not given)
  29.1%	-3.5%	1.5%	-0.4%	9.3	-5.8%	4.9%	-20.4%	-11.9%
O=C(CN(C(=O)CCC(=O)Nc1nccs1)c1ccc(F)cc1)NCc1ccc2c(c1)OCO2
  -1.5%	3.5%	-6.0%	26.9%	-0.5	-1.0%	-14.8%	4.6%	-20.1%
COc1ccc(/C=N/n2cncn2)cc1Cn1cc([N+](=O)[O-])cn1
  41.3%[activator]	-4.4%	-10.9%	14.9%	1.7	0.5%	2.8%	-5.7%	-22.0%
Cc1ccc(NS(=O)(=O)c2ccc3c(c2)oc(=O)n3C)c(C)c1
  -20.0%	0.3%	-9.5%	5.3%	-3.1	0.8%	4.6%	-9.1%	-12.9%
O=C(O)C1SCCN1S(=O)(=O)c1ccc(N=NN2CCOCC2)cc1 (stereo not given)
  81.9%[activator]	-9.9%	7.8%	3.6%	3.0	-0.1%	7.1%	-11.9%	7.1%
Cc1ccc(Nc2nc(C)c(NC(=O)c3ccc(C)cc3)c(Nc3ccc(C)cc3)n2)cc1
  u	-2.4%	i	-9.7%	-32.2	-12.4%	x	-14.4%	-26.4%
CN1CCN(c2ccc(NC(=O)c3ccccc3)cc2)CC1
  19.2%	3.3%	-8.6%	-7.2%	-1.4	-3.8%	29.0%	-8.3%	-16.4%
CCOc1ccccc1NC(=O)Cn1cc(C(=O)c2cccc(OC)c2)c(=O)c2ccc(C)nc21
  -24.9%	-22.6%	0.4%	1.7%	-1.0	-9.6%	x	u	4.7%
c1ccc(-c2nnc3sc(-c4cc5ccccc5o4)nn23)cc1
  22.7%	-8.4%	7.9%	3.3%	-3.6	-2.8%	-0.9%	-6.3%	-3.8%
CC1CC1C(=O)N(C)CC(=O)Nc1cccc(F)c1 (stereo not given)
  0.2%	2.7%	4.1%	x	-1.1	x	0.4%	x	-13.8%
CCOc1ccc(Nc2oc(-c3ccc(COc4ccc(C)cc4)o3)nc2C#N)cc1
  24.6%	-7.5%	10.4%	30.4%	-3.8	0.9%	x	64.3%[activator]	-9.3%
CC(C)C(=O)NC(CC(=O)O)c1ccccc1 (stereo not given)
  21.1%	-4.9%	i	40.8%	-4.6	0.9%	1.5%	2.9%	-16.3%

Entries of single compounds as entered above. Values in the order: POLI inh | POLK inh | PGK inhibitor | Pol beta inh | RXFP1 antagonist | BLM helicase inh | APE1 inh | Apoferritin bind | Pol eta inh
Listed for COc1ccc(O)c(/C=C(\C#N)C(=O)Nc2ccccn2)c1 : 29.7% | -11.3% | -4.1% | -1.9% | 9.5 | 0.0% | 16.5% | 349.6%[activator] | 12.2%
Listed for CO/N=C/c1ccc(OC)c(Oc2nc(OC)cc(OC)n2)c1 : 10.1% | -2.4% | -0.6% | -6.1% | -6.8 | -2.6% | -3.5% | -6.8% | -14.2%

Carrying on.
Second line of a record – POLI inh	POLK inh	PGK inhibitor	Pol beta inh	RXFP1 antagonist	BLM helicase inh	APE1 inh	Apoferritin bind	Pol eta inh
O=C(NCc1ccccn1)C1CCN(S(=O)(=O)c2cnc[nH]2)CC1
  u	u	u	3.3%	7.5	-0.6%	4.1%	-5.2%	17.8µM*
COC(=O)C1=C(N)Oc2cc(C)n(CCCn3ccnc3)c(=O)c2C1c1cccc(Cl)c1 (stereo not given)
  6.5%	-7.5%	-2.8%	-24.0%	4.1	-2.1%	-1.7%	2.5%	2.5%
COc1ccc(N(C)S(=O)(=O)c2cccc(C(=O)NC3CCCCC3C)c2)cc1 (stereo not given)
  57.4%[activator]	-7.4%	-15.6%	-3.0%	-6.3	-1.8%	-3.2%	-7.4%	-22.2%
Cc1ccc(S(=O)Cc2ccc(C(=O)NC3CCCCCC3)o2)cc1 (stereo not given)
  9.1%	4.1%	-1.1%	21.1%	x	-1.0%	x	105.9%[activator]	-12.1%
Cc1ccc(CSCC(=O)NCc2cccnc2)cc1
  10.8%	-3.9%	7.7%	12.4%	14.0	5.3%	25.3%	2.3%	u
NC(=O)CSc1nnc(-c2ccncc2)n1CCc1ccccc1
  u	-0.8%	-8.8%	-1.0%	10.8	-0.4%	-0.1%	-9.0%	10.1%

High-throughput results deposited in PubChem by National Center for Advancing Translational Sciences (NCATS).
